# RXFP1 antagonist = qHTS Assay for Antagonists of the Relaxin Receptor RXFP1; Relaxin receptor 1 (Homo sapiens), Q9HBX9; HEK293-RXFP1, relaxin-stimulated cAMP HTRF, 30 min; hits give low values; activity change, negative = inhibition, % at 57.5 µM; actives 0.59% (n = 350,000); AID 1259400, 2018;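 active means activity change of -60% or lower, but not beyond a set lower limit; inconclusive means change between -60% and -40%, or beyond the set limit; inactive means change above -40%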; further: on the % scale 0 is the no-effect control and ±100 the full control effect
# D2 agonist = HTS Assay for Allosteric Agonists of the Human D2 Dopamine Receptor: Primary Screen for Agonists | activation, % at 2 µM | HEK293 T-REx D2 cells, calcium flux agonist mode | D(2) dopamine receptor (Homo sapiens), P14416 | actives 0.53% (n = 340,000);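 active means activation over 3 SD above normal in the single-dose calcium agonist read, cut at about 30% in these data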; further: 0% is about no effect
#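 Agonism is scored from calcium flux in a force-coupled, inducible HEK293 cell line expressing D2, read kinetically for 180 s after compound addition against dopamine controls.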
# D1 ag = Allosteric Agonists of the Human D1 Dopamine Receptor: qHTS; D(1A) dopamine receptor (Homo sapiens), P21728; actives 1% (n = 360,000); AID 504660, 2011; activation, % at 2 µM; HEK293 T-REx D1 cells, calcium flux, agonist mode; further: 0% is about no effect
# Target sequence (P21728 whole entry, looked up): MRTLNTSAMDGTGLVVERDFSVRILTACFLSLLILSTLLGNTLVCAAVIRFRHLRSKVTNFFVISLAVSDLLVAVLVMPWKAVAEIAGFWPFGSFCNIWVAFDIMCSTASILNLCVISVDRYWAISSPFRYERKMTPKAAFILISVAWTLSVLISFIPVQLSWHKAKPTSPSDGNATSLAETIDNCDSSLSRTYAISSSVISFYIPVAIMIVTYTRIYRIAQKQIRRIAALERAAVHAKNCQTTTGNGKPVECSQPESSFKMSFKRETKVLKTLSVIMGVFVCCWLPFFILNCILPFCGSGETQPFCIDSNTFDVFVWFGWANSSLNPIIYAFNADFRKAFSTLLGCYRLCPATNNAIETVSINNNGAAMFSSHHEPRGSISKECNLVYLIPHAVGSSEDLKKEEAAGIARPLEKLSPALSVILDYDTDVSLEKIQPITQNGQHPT
#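 Tetracycline-induced HEK293 TREx D1 cells, force-coupled to calcium signalling, were dye-loaded with a no-wash calcium kit. Compound was pin-added after a 10 s baseline. Fluorescence was read kinetically at 1 cycle/s for 180 s, with calcium rises flagged as agonism.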
# TRHR agonist = qHTS for Small Molecule Agonists and Allosteric Enhancers of Human TRH Receptor: Primary Screen for Agonists | Thyrotropin-releasing hormone receptor (Homo sapiens), P34981 | TRHR cells, calcium flux fluo-8, FDSS agonist mode | activation, % at 2 µM | actives 0.18% (n = 360,000) | AID 493084, 2011; further: 0% is about no effect
# Target sequence (P34981 whole entry, looked up): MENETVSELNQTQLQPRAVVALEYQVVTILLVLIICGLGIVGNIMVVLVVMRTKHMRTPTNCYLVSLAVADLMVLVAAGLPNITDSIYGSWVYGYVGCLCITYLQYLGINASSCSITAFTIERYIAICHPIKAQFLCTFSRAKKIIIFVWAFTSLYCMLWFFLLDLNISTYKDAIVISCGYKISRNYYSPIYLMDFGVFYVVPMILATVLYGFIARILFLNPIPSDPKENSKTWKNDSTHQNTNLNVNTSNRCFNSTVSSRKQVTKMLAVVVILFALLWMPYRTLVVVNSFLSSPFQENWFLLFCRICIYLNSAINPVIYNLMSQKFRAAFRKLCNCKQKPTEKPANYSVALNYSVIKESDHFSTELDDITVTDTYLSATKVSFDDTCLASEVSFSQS
#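 Steps: seed TRHR cells overnight; add fluo-8 no-wash Ca dye, RT 30 min–1.5 h; record 10 s baseline; pin-transfer compounds; monitor fluorescence 1 cycle/s for the agonist window. Calcium increases flag candidate agonists.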
# D2 PAM = HTS Assay for Positive Allosteric Modulators of the Human D2 Dopamine Receptor: Primary Screen for Potentiators | potentiation, % at 10 µM | D(2) dopamine receptor (Homo sapiens), P14416 | HEK293 T-REx D2, calcium flux, EC20 dopamine potentiation | actives 0.34% (n = 340,000) | AID 485347, 2010;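 active means potentiation over 3 SD above the plate norm, cut at about 30% in these data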; further: 0% is about no effect
#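 Cells plated with tetracycline inducer and held overnight at 30 C; calcium dye loaded 30–90 min at room temperature; baseline taken, compound added and read 180 s; EC20 dopamine then added and read 180 s.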
# TRHR PAM = qHTS for Small Molecule Agonists and Allosteric Enhancers of Human TRH Receptor: Primary Screen for Enhancers | enhancement, % at 2 µM | AID 493056, 2011 | TRHR cells, fluo-8 calcium fluorescence, EC20 TRH enhancement | Thyrotropin-releasing hormone receptor (Homo sapiens), P34981 | actives 0.66% (n = 360,000); in the data active means enhancement above about 30%; further: 0% is about no effect
#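 TRHR-expressing cells loaded with fluo-8 calcium dye were read kinetically (ex 480/em 530) during compound addition, then stimulated with an EC20 of TRH (10 nM final). Enhancement of the Gq-mediated intracellular calcium response was scored.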
# D2 antag = HTS Assay for Allosteric Antagonists of the Human D2 Dopamine Receptor: Primary Screen for Antagonists. AID 485344, 2010. inhibition, % at 10 µM. D(2) dopamine receptor (Homo sapiens), P14416. actives 2% (n = 340,000). HEK293 TREx D2 cells, calcium flux, dopamine EC80; in the data active means inhibition above about 30%; further: 0% is about no effect
#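 Tetracycline-induced HEK293 TREx cells expressing D2 receptor forced-coupled to calcium signalling, loaded with no-wash calcium dye. Compounds added and calcium flux read 180 s, then dopamine added at EC80 and read a further 180 s.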
# D1 antag = Antagonist of Human D 1 Dopamine Receptor: qHTS; HEK293 TREx D1 cells, calcium flux, dopamine EC80; hits give low values; activity change, negative = inhibition, % at 10 µM; actives 3.2% (n = 360,000); AID 504652, 2011; in the data active means activity change below about -30%; further: on the % scale 0 is the no-effect control and ±100 the full control effect
#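 Cells carrying a force-coupled, tetracycline-inducible human D1 receptor report calcium flux. Each well gets a 10 s baseline, compound with 180 s monitoring, then an EC80 dopamine stimulus with a second 180 s kinetic read.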
# D1 potentiator = Potentiators of Human D1 Dopamine Receptor: qHTS; D(1A) dopamine receptor (Homo sapiens), P21728; HEK293 TREx D1 cells, calcium flux, dopamine EC20 potentiation; potentiation, % at 10 µM; actives 0.036% (n = 360,000); in the data active means potentiation above about 30%; further: 0% is about no effect
# * marks the source's active call; other numbers are inactive results; ? = inconclusive; / = not tested or not shown; & = joins results of further samples; ! = repeats disagree. Unless noted, no stated cut-off is given here; in the data, active means activation above about 30%; inactive means the rest. An unsorted share of the library. Share with any hit: about 7.3%.
SMILES,RXFP1 antagonist,D2 agonist,D1 ag,TRHR agonist,D2 PAM,TRHR PAM,D2 antag,D1 antag,D1 potentiator
O=C(Cc1ccccc1Cl)NC1(O)C(=O)c2ccccc2C1=O,10,1.2,3,-0.7,-15,14,1,-7,-5
Cc1ccc(S(=O)(=O)NNC(=O)c2cccs2)c(C)c1,-7,0.3,6,0.8,3,16,-18,-1,6
CC(=O)c1ccc(NS(=O)(=O)c2ccc(C)cc2)cc1,-5,-0.7,4,-0.4,-8,-4,-2,4,2
O=C(NN=C1CCCCCCCCCCC1)c1cccc(S(=O)(=O)N2CCOCC2)c1,-8,0.6,0,0.2,6,-1,11,6,6
Cn1c(-c2ccccc2)cnc1NCc1ccc(-c2ccccc2)cc1,-7,0.7,9,0.2,-19,-3,-1,-6,-4
O=C(NCc1ccc2c(c1)OCO2)c1nc(S(=O)(=O)Cc2ccccc2F)ncc1Cl,?,0.3,3,0.7,2,-24,11,-49*,-11
CC(=O)c1ccc(N2CCN(C(=O)c3cc(S(=O)(=O)N4CCCCCC4)cn3C)CC2)cc1,/,0.5,2,-0.2,11,3,/,0,-3
Cc1oc2ncnc(N3CCOCC3)c2c1C(=O)NCc1ccccc1,-8,/,2,2.4,-11,-4,/,-1,1
Cc1cccc(S(=O)(=O)Nc2ccc(-c3nc4ccc(C)cc4s3)cc2)c1,-20,0.8,-1,0.2,4,6,5,-2,1
CCn1c2ccccc2c2cc(NC(=O)C(C)OC(=O)c3ccc(NC(=O)CC#N)cc3)ccc21 (stereo unspecified),-10,0.2,1,0.5,4,2,8,-7,-7
COc1ccc(CNC(=O)Cn2c(=O)oc3cc(S(=O)(=O)N4CCCC4)ccc32)cc1,-2&4,0.0&-0.3,11&11,-0.5&-0.8,0&-2,-4&2,0,-41*!,-1&-1
Cc1ccccc1CN1CCCC(C(=O)N2CCCCC2)C1 (stereo unspecified),16,0.9,2,0.4,-7,-1,-11,-30,-2
COc1ccc(-n2c(SCC(=O)Nc3ccc(C(=O)O)cc3)nnc2-c2cccs2)cc1,-6,/,0,0.5,/,2,/,-6,5
CCc1cccc(C)c1Nc1c(-c2ccc(N3CCOCC3)cc2)nc2ncccn12,-14,5.1,32*,10,1,0,/,11,-1
CCOc1ccc(NC(=O)COC(=O)C2CCC(=O)N2)c([N+](=O)[O-])c1 (stereo unspecified),-5,0.6,1,0.4,-5,5,-11,-9,0
CCOC(=O)c1cc(NC(=O)c2ccc(C)cc2)c(=O)n2c1oc1ccc(Cl)cc12,3,-0.6,6,0.5,-2,3,/,2,-2
CCCc1c(C)nc2c(Br)cccc2c1Cl,1,-0.3,-1,-0.1,-1,5,0,-4,-6
COc1cc(C(=O)Nc2nc3ccccc3[nH]2)ccc1OC(F)F,-37,0.4,3,-0.4,-14,-1,2,-11,-7
CCOC(=O)c1cnc2cc(F)c(F)cc2c1N1CCOCC1,-6,0.1,0,0.5,3,3,-13,5,5
O=C(COC(=O)c1cccc(Cl)c1)NC1CCS(=O)(=O)C1 (stereo unspecified),5,0.8,3,0.1,5,-4,14,-8,-2
COc1ccccc1CC(=O)N1CCN(C(=O)c2ccco2)CC1,12,0.0,1,-0.4,-1,-8,-6,-4,-5
COC(CNC(=O)c1ccc2c(c1)ncn2-c1cc(C)cc(C)c1)OC,-4,-1.1,1,-1.3,-4,-3,-10,-1,-7
CN(CC(=O)NC1(C)CCS(=O)(=O)C1)S(=O)(=O)c1ccc(Cl)cc1 (stereo unspecified),-4,-0.3,2,0.5,10,0,2,-3,0
COc1ccc(/C=C2\Sc3ccc(C(=O)NCCN4CCCCCC4)cc3N(C)C2=O)cc1,4,9.1,12,-0.1,-9,1,-13,7,-8
O=C(CCCN1C(=O)/C(=C/c2ccco2)SC1=S)Nc1cccc(C(=O)O)c1,12,-0.5,4,2.0,9,-6,16,11,-1
Cc1ccccc1C(=O)N1CCN(c2ccc(NC(=O)c3cccnc3Cl)cc2)CC1,-19,-0.6,1,0.9,16,-1,-10,-10,-1
CCc1cnc2c(c1SCC(=O)c1ccccc1)c(=O)n(C)c(=O)n2C,-2,1.0,-1,-0.3,2,18,/,/,2
CC1CCN(S(=O)(=O)c2ccc3c(ccc(=O)n3CC(=O)Nc3cccc(F)c3)c2)CC1,/,-6.5,5,0.2,7,-2,/,12,0
COc1cccc(-c2nc3c(c(SCC(=O)N4CCOCC4)n2)Cc2c(CO)cnc(C)c2O3)c1,-29,1.5,3,0.5,4,-4,-6,-28,-8
CC1=CC2=NC(=O)/C(=C\c3cc(C)n(-c4ccc(F)cc4)c3C)C(=N)N2O1,-9,0.2,3,-0.2,-16,-3,6,-11,-7
O=S(=O)(Nc1ccc(O)c(Sc2nc3ccccc3s2)c1)c1ccc(F)cc1,21,-0.2,8,-1.5,0,1,2,-4,-7
CCC(C)NCCCCOc1cc(C)cc(C(C)C)c1 (stereo unspecified),4,0.1,18,0.5,-28,-1,-29,15,3
Cc1ccc(Nc2ncnc3c2oc2ccccc23)cc1,-5,0.5,4,-0.6,-11,8,-6,-5,0
Cn1ccs/c1=N\C(=O)Nc1cccc(C(F)(F)F)c1,-3,0.8,0,0.2,-6,-3,-3,4,-8
CCOc1ccc(NC(=O)CCC(=O)c2ccc(OC)cc2)cc1,8,-1.0,4,-0.5,1,-1,16,5,-4
O=C(c1ccc(N2CCCC2=O)cc1)N1CCN(c2ccccc2O)CC1,-11,-0.9,2,-0.3,2,-1,-15,-7,-7
CC1(C)Cc2cccc(OCC(=O)Nc3ccccc3N3CCOCC3)c2O1,1,-1.0,1,0.0,16,-2,-16,-10,-12
Cc1nnc(NC(=O)CSc2nccn2-c2cccc(C)c2C)s1,-8,0.0,18,-0.2,-5,-1,-16,1,/
COC(=O)c1ccc(NC(=O)C(=O)NCCc2csc3nc(-c4ccccc4F)nn23)cc1,-1,-1.1,2,-0.3,-8,-2,/,-4,1
COc1ccc(CC(=O)Nc2nc(C)cs2)cc1S(=O)(=O)N1CCOCC1,-3,-1.2,2,0.1,3,3,9,17,2
CC(C)COc1ccc(C(=O)NNC(=O)c2ccc(=O)[nH]c2)cc1,9,-0.4,2,0.2,4,8,16,-7,-5
COc1ccc(NC(=O)CN(C)C(=O)CNC(=O)c2sc3ccccc3c2Cl)cc1,3,0.9,1,0.1,12,45*,-25,-1,-9
CC(OC(=O)Cc1c(F)cccc1Cl)C(=O)NCCC1=CCCCC1 (stereo unspecified),-3,-1.7,-1,-0.3,6,-2,0,5,-5
O=C(Nc1ccc(S(=O)(=O)N2CCCC2)cc1)c1ccc(Cl)nc1,-15,-0.7,11,0.0,-6,3,6,-20,-8
COc1ccc(C(=O)C2CCN(C(=O)Nc3ccc(C)cc3)CC2)cc1,-2,-0.4,3,-1.7,0,-1,-6,5,-4
O=C(NCC1CCN(S(=O)(=O)c2ccccc2)CC1)Nc1ccc(F)cc1F,-13,0.0,5,-0.6,5,-8,5,-58*,-3
Cc1ccc(-c2ccc(/C=C3\C(=O)ON=C3c3ccccc3)o2)c([N+](=O)[O-])c1,-19,0.2,0,0.1,4,0,2,17,1
Cc1cc(OCC(O)CNC(C)(C)C)ccc1Cl (stereo unspecified),-4,-1.9,11,-1.5,4,-3,-7,25,-5

# Brought forward from above: 4 compounds; new compounds follow.
SMILES,RXFP1 antagonist,D2 agonist,D1 ag,TRHR agonist,D2 PAM,TRHR PAM,D2 antag,D1 antag,D1 potentiator
COc1ccc(C(=O)C2CCN(C(=O)Nc3ccc(C)cc3)CC2)cc1,-2,-0.4,3,-1.7,0,-1,-6,5,-4
O=C(NCC1CCN(S(=O)(=O)c2ccccc2)CC1)Nc1ccc(F)cc1F,-13,0.0,5,-0.6,5,-8,5,-58*,-3
Cc1ccc(-c2ccc(/C=C3\C(=O)ON=C3c3ccccc3)o2)c([N+](=O)[O-])c1,-19,0.2,0,0.1,4,0,2,17,1
Cc1cc(OCC(O)CNC(C)(C)C)ccc1Cl (stereo unspecified),-4,-1.9,11,-1.5,4,-3,-7,25,-5
Cc1nc(NC(=O)CSc2nnc(C3CC3)n2C)sc1C(=O)N(C)C,3,-0.4,2,0.3,-6,30,-10,-26,-2
CC1CN(C(=O)c2cc3c(s2)CCC3)CC(C)O1 (stereo unspecified),11,0.6,1,-0.5,18,-1,-15,-16,-3
COc1ccc(CCNC(=O)C2(C)CCC(=O)N2Cc2ccc(F)cc2Cl)cc1OC (stereo unspecified),0,0.1,0,-0.5,10,-1,0,-33*,-2
CCOC(=O)C1CCCN(c2c(NCc3ccco3)c(=O)c2=O)C1 (stereo unspecified),/,0.0,2,0.3,-9,21,1,-10,1
NC(=S)N=Nc1c(O)[nH]c2ccc(F)cc12,-3,0.0,1,-0.3,-4,5,-10,9,-5
O=C(CN1C(=O)COc2ccccc21)NC1CCCC1,-8,0.6,0,0.7,0,7,17,-12,-6
C/C(=N\NC(=O)C1(C)CC1(Br)Br)c1cccc(NC(=O)C2CCC2)c1 (stereo unspecified),-2,-0.8,1,0.2,-1,-7,30*,-2,1
COc1ccc(CC(=S)N2CCOCC2)cc1,2,2.7,2,0.3,-3,1,-4,-20,-7
O=C(O)c1ccc2c(c1)C(=O)N([C@]1(C(=O)O)CC1c1ccccc1)C2=O (stereo partly specified),/,/,3,0.7,/,6,/,15,-6
Cc1nn(-c2ccccc2)c(Cl)c1/C=C1\SC(=S)N(CCCCCC(=O)O)C1=O,-31,-0.5,11,0.8,-5,25,11,23,10

# Part of the list above, tab-delimited:
SMILES	RXFP1 antagonist	D2 agonist	D1 ag	TRHR agonist	D2 PAM	TRHR PAM	D2 antag	D1 antag	D1 potentiator
CCOC(=O)C1CCCN(c2c(NCc3ccco3)c(=O)c2=O)C1 (stereo unspecified)	/	0.0	2	0.3	-9	21	1	-10	1
Cc1nc(NC(=O)CSc2nnc(C3CC3)n2C)sc1C(=O)N(C)C	3	-0.4	2	0.3	-6	30	-10	-26	-2
C/C(=N\NC(=O)C1(C)CC1(Br)Br)c1cccc(NC(=O)C2CCC2)c1 (stereo unspecified)	-2	-0.8	1	0.2	-1	-7	30*	-2	1

# From PubChem
